Assay outcomes from PubChem.
MRP resist rev: compounds reversing MRP-mediated drug resistance | H69AR cells + 2 uM doxorubicin, CellTiter-Glo, 72 h | differential viability (reversal), % at 10 µM | hit rate 0.04% among 85,000 | AID 602;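 active = viability drop by adding the cancer drug above about 55%, with treated viability meeting a 40% cutoff, limit read from the data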;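 note: viability without doxorubicin minus viability with 2 µM doxorubicin for each compound; larger differential means the compound sensitizes cells more to doxorubicin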
IL1B NFkB inh: blocks IL-1B driven NFkB nuclear translocation in HUVEC cells | HUVEC IL-1B NFkB p65 nuclear translocation imaging | inhibition, % at 2 µM | hit rate 0.43% among 94,000;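 active = inhibition above about 30% together with a positive call from visual inspection of the well image, limit read from the data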;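 note: nuclear over cytoplasmic p65 intensity ratio measured by imaging; 0% = IL-1B stimulated DMSO wells and 100% = unstimulated DMSO wells; values of inactives mirror those of a sister screen read the other way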
NFkB transloc pot: enhances IL-1B driven NFkB nuclear translocation; HUVEC IL-1B NFkB p65 nuclear translocation imaging; activation, % at 2 µM; hit rate 0.3% among 94,000; AID 819;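 active = activation above 40%, about the mean plus 3 SD, also judged a hit on visual image review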;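 note: percent activation is computed from the nuclear over cytoplasmic p65 intensity ratio; values of inactives mirror those of a sister screen read the other way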
PLAP inhibitors HTS: inhibition of human placental alkaline phosphatase – biochemical, luminescence, HTS (AID 690); purified PLAP, luminescent substrate; higher % means a stronger effect; one-dose inhibition, % at 20 µM; IC50 in µM for titrated hits; hit rate 0.08% among 96,000; in the data active = a potency from the dose series; inactive = the rest, 99 in 100 with inhibition below about 30%; note: strong numbers were not always called active
Bcl-B displacement: displacers of TR3 peptide from Bcl-B, primary screen, selectivity assay for Bfl-1 inhibitor project, biochemical, fluorescence polarization. AID 748. FP displacement of FITC-TR3 peptide from Bcl-B; higher % means a stronger effect. displacement, % at 20 µM, or IC50 in µM where a hit was titrated. hit rate 0.11% among 96,000;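 active = displacement above 50% at 20 µM plus a fluorescence interference ratio under 1.5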;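 note: plate controls were wells without compound for no effect and wells lacking Bcl-B protein for full effect; a part of the inactive calls stands beside numbers as strong as those of hits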
MRP resist rev cytotoxicity: also measured in MRP resist rev; calls as there; viability, %; H69AR cells, CellTiter-Glo, 72 h; measured here: cytotoxicity without doxorubicin
MRP resist rev with doxorubicin: recorded beside MRP resist rev, whose call it bears; viability, %; measured here: viability with 2 uM doxorubicin; active compounds read low
IL1B NFkB inh cell count 2 µM: recorded beside IL1B NFkB inh, whose call it bears; cell count; measured here: cells passing quality filter;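 raw number of nuclei counted in each imaged well without normalization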
NFkB transloc pot cell count 2 µM: second read-out of NFkB transloc pot, no call of its own (marks repeat the call); cell count; measured here: cells passing quality filter
The depositor's hits bear a star. These rows are one share of the data, so the mix of outcomes need not match the whole.

For C=CCN1C(=O)C(O)(CC(=O)c2ccc(-n3cccc3)cc2)c2ccccc21 (stereo not given) the results were MRP resist rev -1, IL1B NFkB inh -18, NFkB transloc pot 18, PLAP inhibitors HTS -33%, Bcl-B displacement -2%, MRP resist rev cytotoxicity 54, MRP resist rev with doxorubicin 55, IL1B NFkB inh cell count 2 µM 153 and NFkB transloc pot cell count 2 µM 153.
Cc1cc(N(CCO)CCO)nc(-n2nc(C)cc2C)n1 was read as MRP resist rev 9, IL1B NFkB inh -5, NFkB transloc pot 5, PLAP inhibitors HTS -2%, Bcl-B displacement -7%, MRP resist rev cytotoxicity 90, MRP resist rev with doxorubicin 81, IL1B NFkB inh cell count 2 µM 163 and NFkB transloc pot cell count 2 µM 163.
Fc1ccccc1Nc1nc2ccccc2n2nnnc12 was read as IL1B NFkB inh 3, NFkB transloc pot -3, PLAP inhibitors HTS 7%, Bcl-B displacement -5%, IL1B NFkB inh cell count 2 µM 201 and NFkB transloc pot cell count 2 µM 201.
`CCOc1cc(NC(=S)NCc2ccco2)c(OCC)cc1NC(C)=O` gave IL1B NFkB inh 6, NFkB transloc pot -6, PLAP inhibitors HTS -6%, Bcl-B displacement 0%, IL1B NFkB inh cell count 2 µM 193 and NFkB transloc pot cell count 2 µM 193.
`Cc1ccnc(NC(=O)c2cccc(NS(=O)(=O)c3ccccc3C)c2)c1` gave IL1B NFkB inh -2, NFkB transloc pot 2, PLAP inhibitors HTS -42%, Bcl-B displacement 3%, IL1B NFkB inh cell count 2 µM 194 and NFkB transloc pot cell count 2 µM 194.
`Cc1cccc2cc(C(c3nnnn3Cc3ccccc3)N3CCN(C)CC3)c(=O)[nH]c12` (stereo not given) gave MRP resist rev 17, PLAP inhibitors HTS -9%, Bcl-B displacement 0%, MRP resist rev cytotoxicity 100 and MRP resist rev with doxorubicin 84.
CCOC(=O)N1CCN(C(=O)Nc2ccc3oc(C)nc3c2)CC1 was read as MRP resist rev 4, IL1B NFkB inh -9, NFkB transloc pot 9, PLAP inhibitors HTS -7%, Bcl-B displacement 0%, MRP resist rev cytotoxicity 91, MRP resist rev with doxorubicin 88, IL1B NFkB inh cell count 2 µM 161 and NFkB transloc pot cell count 2 µM 161.
Screening CCS(=O)(=O)N1CCC(C(=O)OCC(=O)c2ccc(Br)cc2)CC1 returned MRP resist rev 12, IL1B NFkB inh -6, NFkB transloc pot 6, MRP resist rev cytotoxicity 104, MRP resist rev with doxorubicin 91, IL1B NFkB inh cell count 2 µM 126 and NFkB transloc pot cell count 2 µM 126.
Screening O=C(c1ccccc1)c1ccc(OCC(O)CN2CCN(Cc3ccccc3)CC2)cc1 (stereo not given) returned MRP resist rev 8, IL1B NFkB inh -7, NFkB transloc pot 7, PLAP inhibitors HTS -47%, Bcl-B displacement -4%, MRP resist rev cytotoxicity 74, MRP resist rev with doxorubicin 66, IL1B NFkB inh cell count 2 µM 166 and NFkB transloc pot cell count 2 µM 166.
Screening COC(=O)c1cc2c([nH]c3ccccc32)c(C)n1 returned MRP resist rev -4, IL1B NFkB inh 9, NFkB transloc pot -9, PLAP inhibitors HTS -62%, Bcl-B displacement -2%, MRP resist rev cytotoxicity 70, MRP resist rev with doxorubicin 75, IL1B NFkB inh cell count 2 µM 87 and NFkB transloc pot cell count 2 µM 87.
`Cc1ccc(NC(=S)NC(NC(=O)Cc2cccc3ccccc23)C(Cl)(Cl)Cl)cc1` (stereo not given) gave MRP resist rev 0, PLAP inhibitors HTS 36%, Bcl-B displacement 4%, MRP resist rev cytotoxicity 1 and MRP resist rev with doxorubicin 1.
Screening CCCOc1ccc2oc(=O)c3c(c2c1)CCCN3C(=O)CN1CCCC(C(=O)OCC)C1 (stereo not given) returned MRP resist rev 4, IL1B NFkB inh 14, NFkB transloc pot -14, PLAP inhibitors HTS -24%, Bcl-B displacement 0%, MRP resist rev cytotoxicity 88, MRP resist rev with doxorubicin 84, IL1B NFkB inh cell count 2 µM 81 and NFkB transloc pot cell count 2 µM 81.
For CCOc1ccc(NC(=O)N2CCC(C(N)=O)(N3CCCCC3)CC2)cc1 the results were IL1B NFkB inh 7, NFkB transloc pot -7, PLAP inhibitors HTS 12%, Bcl-B displacement -8%, IL1B NFkB inh cell count 2 µM 132 and NFkB transloc pot cell count 2 µM 132.
Screening COc1ccc(OC)c(N/C(=N\c2nc(C)cc(C)n2)NC(=O)c2ccco2)c1 returned MRP resist rev -10, PLAP inhibitors HTS -19%, Bcl-B displacement -13%, MRP resist rev cytotoxicity 73 and MRP resist rev with doxorubicin 83.
CC(C)Cc1nc(N2CCN(C(=O)c3ccccc3)CC2)c(C#N)c2c1CCC2 was read as MRP resist rev -7, IL1B NFkB inh -4, NFkB transloc pot 4, PLAP inhibitors HTS -19%, Bcl-B displacement -2%, MRP resist rev cytotoxicity 75, MRP resist rev with doxorubicin 82, IL1B NFkB inh cell count 2 µM 159 and NFkB transloc pot cell count 2 µM 159.
COc1cc(/C=C2/OC(=O)c3cc([N+](=O)[O-])ccc32)cc(OC)c1OC was read as MRP resist rev 3, IL1B NFkB inh -12, NFkB transloc pot 12, MRP resist rev cytotoxicity 83, MRP resist rev with doxorubicin 80, IL1B NFkB inh cell count 2 µM 159 and NFkB transloc pot cell count 2 µM 159.
Screening O=C(CCC(=O)OCc1ccc(C(=O)Oc2ccccc2)cc1)Nc1cccc2ccccc12 returned IL1B NFkB inh 1, NFkB transloc pot -1, PLAP inhibitors HTS 10%, Bcl-B displacement 0%, IL1B NFkB inh cell count 2 µM 133 and NFkB transloc pot cell count 2 µM 133.
O=c1oc(Nc2ccc(F)cc2)nc2ccccc12 was read as IL1B NFkB inh -8, NFkB transloc pot 8, PLAP inhibitors HTS 13%, Bcl-B displacement -4%, IL1B NFkB inh cell count 2 µM 124 and NFkB transloc pot cell count 2 µM 124.
For Oc1ccccc1C1=Nc2ncnn2C(c2ccccc2)C1 (stereo not given) the results were MRP resist rev -4, PLAP inhibitors HTS -4%, Bcl-B displacement 8%, MRP resist rev cytotoxicity 76 and MRP resist rev with doxorubicin 80.
COc1cc([N+](=O)[O-])ccc1NC(=O)CN(C)C was read as IL1B NFkB inh -1, NFkB transloc pot 1, PLAP inhibitors HTS 0%, Bcl-B displacement 0%, IL1B NFkB inh cell count 2 µM 112 and NFkB transloc pot cell count 2 µM 112.
`COc1cccc2cc(C(=O)NC(C)C3CCCO3)c(=O)oc12` (stereo not given) gave MRP resist rev -17, IL1B NFkB inh -20, NFkB transloc pot 20, PLAP inhibitors HTS -22%, Bcl-B displacement 4%, MRP resist rev cytotoxicity 89, MRP resist rev with doxorubicin 106, IL1B NFkB inh cell count 2 µM 166 and NFkB transloc pot cell count 2 µM 166.
CC1CCc2c(nc3ncnn3c2Nc2ccc(OC(F)(F)F)cc2)C1 (stereo not given) was read as MRP resist rev -11, IL1B NFkB inh 10, NFkB transloc pot -10, MRP resist rev cytotoxicity 69, MRP resist rev with doxorubicin 80, IL1B NFkB inh cell count 2 µM 67 and NFkB transloc pot cell count 2 µM 67.
O=c1n(-c2cccc(Cl)c2)c(=O)n2n1CCC2 was read as MRP resist rev 6, IL1B NFkB inh 16, NFkB transloc pot -16, PLAP inhibitors HTS -23%, Bcl-B displacement -3%, MRP resist rev cytotoxicity 92, MRP resist rev with doxorubicin 86, IL1B NFkB inh cell count 2 µM 109 and NFkB transloc pot cell count 2 µM 109.
For COc1ccc(CNC(=O)CS(=O)Cc2nc(-c3ccc(C)cc3)oc2C)cc1 (stereo not given) the results were MRP resist rev -2, IL1B NFkB inh -20, NFkB transloc pot 19, PLAP inhibitors HTS -65%, Bcl-B displacement -3%, MRP resist rev cytotoxicity 84, MRP resist rev with doxorubicin 86, IL1B NFkB inh cell count 2 µM 183 and NFkB transloc pot cell count 2 µM 183.
`CN(CC1CCCO1)S(=O)(=O)c1ccc(C(=O)Nc2nc3cc4c(cc3s2)OCO4)cc1` (stereo not given) gave MRP resist rev -9, IL1B NFkB inh -16, NFkB transloc pot 16, MRP resist rev cytotoxicity 77, MRP resist rev with doxorubicin 86, IL1B NFkB inh cell count 2 µM 168 and NFkB transloc pot cell count 2 µM 168.
`CC(SCc1ccccc1)C(=O)NC1CCCC1` (stereo not given) gave MRP resist rev 6, IL1B NFkB inh -16, NFkB transloc pot 16, PLAP inhibitors HTS -2%, Bcl-B displacement 2%, MRP resist rev cytotoxicity 97, MRP resist rev with doxorubicin 91, IL1B NFkB inh cell count 2 µM 117 and NFkB transloc pot cell count 2 µM 117.
Screening CC1CCCN(C(=O)c2ccc3c(c2NCCO)C(=O)c2ccccc2C3=O)C1 (stereo not given) returned MRP resist rev -3, IL1B NFkB inh -17, NFkB transloc pot 17, PLAP inhibitors HTS -28%, Bcl-B displacement 37%, MRP resist rev cytotoxicity 63, MRP resist rev with doxorubicin 66, IL1B NFkB inh cell count 2 µM 180 and NFkB transloc pot cell count 2 µM 180.
Screening CC(C)C(=O)NC(=S)NCC(=O)c1ccccc1 returned IL1B NFkB inh 3, NFkB transloc pot -3, PLAP inhibitors HTS 8%, Bcl-B displacement 0%, IL1B NFkB inh cell count 2 µM 121 and NFkB transloc pot cell count 2 µM 121.
Screening COc1ccc(C(=O)C[N+]2(C)CCOCC2)cc1 returned MRP resist rev -17, IL1B NFkB inh 10, NFkB transloc pot -11, PLAP inhibitors HTS 11%, Bcl-B displacement -3%, MRP resist rev cytotoxicity 88, MRP resist rev with doxorubicin 105, IL1B NFkB inh cell count 2 µM 70 and NFkB transloc pot cell count 2 µM 70.
Cc1ccc(N2C(N)=C(C#N)C(c3cccnc3)C3=C2CCCC3=O)cc1 (stereo not given) was read as MRP resist rev -2, IL1B NFkB inh -20, NFkB transloc pot 20, PLAP inhibitors HTS -8%, Bcl-B displacement 2%, MRP resist rev cytotoxicity 30, MRP resist rev with doxorubicin 32, IL1B NFkB inh cell count 2 µM 136 and NFkB transloc pot cell count 2 µM 136.
Screening O=C1Nc2ccc(F)cc2C12Nc1ccccc1-c1nnc(SCc3ccccc3F)nc1O2 (stereo not given) returned IL1B NFkB inh -10, NFkB transloc pot 10, PLAP inhibitors HTS -4%, Bcl-B displacement 54%, IL1B NFkB inh cell count 2 µM 197 and NFkB transloc pot cell count 2 µM 197.
Screening Cc1cc(NC(=O)c2cc(C)on2)no1 returned MRP resist rev 8, IL1B NFkB inh -13, NFkB transloc pot 13, PLAP inhibitors HTS 2%, Bcl-B displacement -2%, MRP resist rev cytotoxicity 94, MRP resist rev with doxorubicin 86, IL1B NFkB inh cell count 2 µM 115 and NFkB transloc pot cell count 2 µM 115.
Cc1cc(C(F)(F)F)nc(SCC(=O)Nc2ccccc2)n1 was read as MRP resist rev 12, IL1B NFkB inh -21, NFkB transloc pot 21, PLAP inhibitors HTS -2%, Bcl-B displacement -5%, MRP resist rev cytotoxicity 104, MRP resist rev with doxorubicin 93, IL1B NFkB inh cell count 2 µM 131 and NFkB transloc pot cell count 2 µM 131.
For CCCOc1ccc(C2c3c(oc4cc(C)c(C)cc4c3=O)C(=O)N2CCCN2CCOCC2)cc1 (stereo not given) the results were MRP resist rev 4, IL1B NFkB inh -3, NFkB transloc pot 3, PLAP inhibitors HTS -37%, Bcl-B displacement -84%, MRP resist rev cytotoxicity 94, MRP resist rev with doxorubicin 89, IL1B NFkB inh cell count 2 µM 47 and NFkB transloc pot cell count 2 µM 47.

Compounds listed so far that contain an aryl thioether with sulfur outside any ring (two):
Screening O=C1Nc2ccc(F)cc2C12Nc1ccccc1-c1nnc(SCc3ccccc3F)nc1O2 (stereo not given) returned IL1B NFkB inh -10, NFkB transloc pot 10, PLAP inhibitors HTS -4%, Bcl-B displacement 54%, IL1B NFkB inh cell count 2 µM 197 and NFkB transloc pot cell count 2 µM 197.
Cc1cc(C(F)(F)F)nc(SCC(=O)Nc2ccccc2)n1 was read as MRP resist rev 12, IL1B NFkB inh -21, NFkB transloc pot 21, PLAP inhibitors HTS -2%, Bcl-B displacement -5%, MRP resist rev cytotoxicity 104, MRP resist rev with doxorubicin 93, IL1B NFkB inh cell count 2 µM 131 and NFkB transloc pot cell count 2 µM 131.
